H9c2 TAG inh: inhibitors of triacylglycerol accumulation; H9c2 cells, Nile Red lipid (TAG) fluorescence; cells loaded with 200 µM oleic acid; inhibition, % at 12.5 µM; hit rate 0.66% among 230,000; AID 651582;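 active = pattern-corrected inhibition of lipid staining of at least 50% with the nuclear-stain viability signal not falling by more than 50%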;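 also: 0% = DMSO wells and 100% = triacsin C control wells; some results filed as inactive read as strong as hits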
H9c2 TAG inh DAPI viability: also measured in H9c2 TAG inh; calls as there; DAPI nuclei signal change (viability), lower = more cytotoxic, %;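 whole-well DAPI fluorescence read on a plate reader as a viability signal; minus 50 percent equals half of cells still viable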
Active calls of the source: *.

SMILES | H9c2 TAG inh | H9c2 TAG inh DAPI viability
O=c1n(Cc2ccccc2)nc2n1-c1ccccc1SC2 | -12 | 3
Cc1nnc(SCC(=O)NCC(=O)Nc2ccc(F)c(F)c2F)n1Cc1ccccc1 | -1 | 4
C/C(Cl)=C/Cn1c(SC(C)C)nc2c1c(=O)[nH]c(=O)n2C | 8 | -3
COC(OC)c1ccc(C#N)c(SCc2ccc(C)cc2)n1 | -1 | -5
COc1ccc(C(C2C(=O)CC(C)(C)CC2=O)C2C(=O)CC(C)(C)CC2=O)cc1 | -2 | 4
O=C(NC1CC1)C1CCCN1S(=O)(=O)c1ccc2ccccc2c1 (configuration not stated) | -20 | 9
CC(=O)Nc1ccc(-c2cc(C(=O)O)c3ccc(C)cc3n2)cc1 | 0 | -3
COc1ccc(S(=O)(=O)N2CCOC2CNC(=O)C(=O)NCc2ccco2)cc1C (configuration not stated) | -5 | -6
CC1(C)Cc2nc(N3CCOCC3)c(C#N)cc2CO1 | 7 | -6
CC1=Nc2ccccc2/C1=C/c1nc(-c2ccc(C)s2)oc1O | -10 | 4
CCCCc1nc2cc(Cl)ccc2o1 | -1 | -1
O=C(CN1C(=O)NC2(CCOc3ccccc32)C1=O)NCc1ccccc1 (configuration not stated) | -8 | 6
CC(=O)N1CCN(C(=O)CNC(=O)c2ccc(Br)o2)CC1 | 13 | 1
Cc1cc(F)ccc1-c1cc(C(=O)NC(C)C)[nH]n1 | 10 | -16
CC(/C=C1\SC(=Nc2cccnc2)NC1=O)=C\c1ccccc1 | -1 | 5
COc1cc(/C=C/C(=O)O)cc(S(=O)(=O)N(CC(C)C)CC(C)C)c1OC | 3 | 0
CCOc1ccc(NC(=O)COC(=O)C2COc3ccccc3O2)cc1 (configuration not stated) | 13 | -5
COC(=O)c1[nH]c2ccccc2c1NC(=O)CCN1CCSCC1 | 32 | -9
CCOCc1nnc(NC(=O)c2cccs2)s1 | 5 | 7
Cc1ccc2cc(COC(=O)c3ccco3)c(=O)[nH]c2c1 | -6 | -1
CNc1cc(-c2cccc(OC)c2F)nc2ccnn12 | 2 | 27
COCCNC(=O)c1ccccc1N(Cc1ccccc1)S(=O)(=O)c1ccc(C)cc1 | 8 | 4
COC(=O)Cc1csc(NC(=O)CSc2nncn2C)n1 | 9 | -9
COc1cc(/C=C2/SC(=Nc3ccc(O)cc3)NC2=O)cc(OC)c1O | 19 | -7
COc1ccc(C(=O)NCCc2nnc3ccc(SCC(=O)Nc4ccccc4)nn23)cc1 | 19 | -4
CCOC(=O)C(=O)Nc1cc(C(=O)OC)cc(C(=O)OC)c1 | 4 | -1
CCOC(=O)C1(Cc2ccccc2)CCN(Cc2ccc3c(c2)OCCO3)CC1 | -5 | 10
Cn1c(N)c(C(=O)COC(=O)c2ccco2)c(=O)n(C)c1=O | 7 | -7
O=c1cc(N2CCN(c3cccc(Cl)c3)CC2)[nH]c(=O)n1C1CCCCC1 | 69* | -50*
O=C(CSc1nc2ccccc2c(=O)[nH]1)Nc1ccc(N2CCOCC2)cc1 | 5 | -6
CCCCCCSc1ccc([C@@H]2[C@@H]3C(=O)N(CC)C(=O)[C@@H]3[C@]3(C(=O)OC)CCCCN23)cc1 | -25 | -10
CSc1ncccc1C(=O)N1CCC(C)(C(=O)O)C1 (configuration not stated) | 5 | 0
CCOC(=O)Cc1nnc(NC(=O)COc2ccc(C)cc2)s1 | 7 | -4
C[C@@H](C(=O)Nc1ccc2ccccc2c1)[C@@H]1C[C@@]1(C)[C@@H](N)c1ccccc1 | 17 | -2
CCC(=O)Nc1ccccc1Oc1ccccc1 | -4 | 20
O=C(COC(=O)c1cnccn1)NCCc1ccc(Cl)cc1Cl | -4 | 16
c1ccc(CSc2ccc(-c3cccnc3)nn2)cc1 | -2 | -18
CC1CN(C(=O)CSc2nnc(C3CCCCC3)n2N)CC(C)O1 (configuration not stated) | 10 | 4
C=CCOCCN1C(=O)C2C(c3ccccc3)C=CC(c3ccccc3)C2C1=O (configuration not stated) | -20 | 1
COc1ccc(CC(=O)Nc2ccc3nc(SC)sc3c2)cc1OC | 1 | 0
COC(=O)/C=C1\S/C(=N\N=C\CC(=O)OC)NC1=O | 0 | 0
CC1(C)CC(=O)C/C(=N\NC(=O)CCc2ccc(S(=O)(=O)N3CCOCC3)cc2)C1 | -7 | 6
Cc1cc(C)n2c(=O)[nH]nc2c1 | 5 | 2
O=C(CNC(=O)c1ccco1)NCc1ccc2c(c1)OCO2 | -54 | -3
O=C1c2ccc(Cl)cc2S(=O)(=O)c2cccc(C(=O)N3CCC(Cc4ccccc4)CC3)c21 | -18 | -16
COc1ccc(N2CCN(/C(=N\S(=O)(=O)c3ccccc3)Nc3nc(C)cc(C)n3)CC2)cc1 | 15 | 0
COCCNC(=O)c1n[nH]c2ccccc12 | -10 | 6
Cn1cccc1C(=O)OCC(=O)Nc1ccc2c(c1)CCC2 | 0 | -9
CNc1ncnc2c1cnn2C1CCCCO1 (configuration not stated) | -10 | -7
O=C(NCCCN1CCOCC1)NC12CC3CC(CC(C3)C1)C2 | 9 | -7
Cc1ccc(C)c(OCC(O)CN2C(C)CCCC2C)c1 (configuration not stated) | -6 | 18
COc1ccc(OCC(=O)NNC(=O)CCc2ccccc2)cc1 | 14 | -15
CCCNC(=O)C1(C)CCCN(CCOc2ccccc2)C1 (configuration not stated) | 1 | 4
CCOC(=O)c1c(C)[nH]c(C)c1C(=O)CN1C(=O)NC(CC(C)C)C1=O (configuration not stated) | -38 | 7
O=[N+]([O-])c1ccc(COc2cccnc2)cc1 | -1 | -8
c1ccc(CCc2ccncc2)cc1 | 3 | -6
CCC(=O)N1CCc2cc(S(=O)(=O)CCC(=O)NCc3cccs3)ccc21 | 6 | -10
CCCS(=O)(=O)N1CCc2ccc(NC(=O)c3ccccc3Cl)cc2C1 | 2 | -2
CN(CCc1ccccc1)C(=O)c1ccc(NC(=O)Cc2ccc(NC(=O)C3CCN(C(=O)c4ccccc4)CC3)cc2)cc1 | -7 | 11
NC(=O)CN1C(=O)C(O)(CC(=O)/C=C\c2ccc3c(c2)OCO3)c2ccccc21 (configuration not stated) | -4 | 11

(more compounds)
SMILES | H9c2 TAG inh | H9c2 TAG inh DAPI viability
N/C(=N\OC(=O)c1ccc(Cl)cc1[N+](=O)[O-])c1ccccn1 | 20 | -5
COC(=O)C1(C(=O)OC)NOC2C(=O)N(N(C)c3ncc(C(F)(F)F)cc3Cl)C(=O)C21 (configuration not stated) | 16 | -7
CC(Sc1nc(N)cc(N)n1)C(=O)Nc1ccc(N2CCOCC2)cc1 (configuration not stated) | -39 | -5
COCCNC(=O)C1CCCN(Cc2cccc(Cl)c2)CC1 (configuration not stated) | 16 | -14
O=C(c1ccc(N2CCCC2)c([N+](=O)[O-])c1)N1CCN(S(=O)(=O)c2ccccc2)CC1 | -18 | -3
CC1=CC[C@@]23CCCN2C(=O)CCC[C@H]3C1 | -12 | 6
C/C(CC(=O)Nc1ccccc1Br)=N\NC(=O)C(=O)N1CCCC1 | -17 | 9
O=C(Nc1nc2c(s1)CCc1ccccc1-2)c1ccco1 | 11 | 0
COC(=O)C1=C(C)N(Cc2ccccc2)C(=O)/C1=C\c1ccco1 | -7 | -1
O=C(c1cc(-c2cccc(Cl)c2)nc2ccccc12)N1CCN(c2ccccn2)CC1 | -14 | 1
CCOC(=O)C1CCCN(C(=O)c2ccc(C)c(F)c2)CC1 (configuration not stated) | 13 | -8
O=C(Nc1ccc(Oc2cccc(C(F)(F)F)c2)nc1)c1ccccc1 | -5 | -8
S=c1[nH]nc(-c2ccncc2)n1/N=C/C=C/c1ccccc1 | -1 | 4
C=CCNC(=O)C1CCN(S(=O)(=O)c2cccs2)CC1 | -4 | 17
CS(=O)(=O)N(CC(=O)NCc1ccc2c(c1)OCO2)c1ccccc1 | 25 | -7
CCC(C(=O)OCCN(CC)CC)c1ccccc1 (configuration not stated) | -2 | -1
O=C(c1cccc(NC2=NC3CS(=O)(=O)CC3S2)c1)N1CCN(c2ncccn2)CC1 (configuration not stated) | 0 | -5
COc1ccc(/C(N)=N/OC(=O)c2ccco2)cc1 | 9 | -6
CCOC(=O)C1=C(C)N(C)C(=S)NC1c1ccccc1Cl (configuration not stated) | -2 | -5
CCOc1ccc(/C=N/NC(=O)C(=O)N2CCCCCC2)c2ccccc12 | -7 | -6
CCN(CC)S(=O)(=O)c1cccc(-c2nnc(SCCOc3ccccc3C)o2)c1 | 14 | -13
CCOC(=O)c1c(NC(=O)CCS(=O)(=O)c2ccccc2)sc2c1CC(C)(C)NC2(C)C | -2 | -6
O=C(CC1(O)C(=O)N(CCc2ccccc2)c2ccccc21)c1ccco1 (configuration not stated) | 5 | -19
Cc1cccc2cc(CN(CC3CCCO3)C(=O)c3cnccn3)c(=O)[nH]c12 (configuration not stated) | -4 | -10
O=C(OCc1cccc(F)c1)c1ccc2c(=O)n3c(nc2c1)CCC3 | -2 | 9
O=C(CCCNS(=O)(=O)c1cccs1)N1CCc2ccccc2C1 | 1 | -4
COc1ccc(C2(CNC(=O)c3ccc(Br)o3)CCOCC2)cc1 | -4 | 2
Cc1cccc2nc(Cn3c(=O)n(CCC(=O)NCc4ccco4)c(=O)c4ccccc43)cc(=O)n12 | 15 | -10
COc1ccc(S(=O)(=O)N/N=C(/C)c2ccco2)cc1 | 0 | 4
CCOC(=O)C(CC)Sc1nc2c(c(=O)[nH]c(=O)n2C)n1CCc1ccccc1 (configuration not stated) | -2 | -4
CCCn1c(SCC(=O)c2ccc3c(c2)OCCO3)nnc1C(C)C | -16 | 3
Cc1cccc(C)c1NC(=O)CSc1ccc([N+](=O)[O-])cn1 | -10 | 0
CCOC(=O)C1CCCN(C(=O)c2ccc(OC)cc2)CC1 (configuration not stated) | -6 | -1
O=C(NCc1ccccc1Cl)c1ccc(NC2=NC3CS(=O)(=O)CC3S2)cc1 (configuration not stated) | 13 | -10
COc1ccccc1OS(=O)(=O)c1ccc(NC(C)=O)cc1 | -9 | 6
CC(C)(C)C(=O)Nc1ccc(C(=O)CSc2nnc(C3CC3)n2C2CC2)cc1 | -18 | 6
Cc1cc(C)c(NC(=O)C2CC3CCC2C3)c(C)c1 (configuration not stated) | -10 | 14
O=C(/C=C/c1ccc(F)cc1)OCC(=O)c1ccc[nH]1 | -22 | -6
CCCCn1c(N)c(N(CCOC)C(=O)CSc2nc3ccc(C)cc3[nH]2)c(=O)[nH]c1=O | -3 | -3
CC(CC(=O)O)CC1=NS(=O)(=O)c2ccccc2N1 (configuration not stated) | 3 | 5
OC(c1ccc(-c2ccccc2)cc1)c1ncc(-c2ccccc2)[nH]1 (configuration not stated) | -8 | 6
CC(=O)Nc1ccc2nc(NC(=O)COc3ccccc3)sc2c1 | 0 | -7
Cc1ccc(C)c(OCCCC(=O)Nc2ccccc2C(N)=O)c1 | -21 | 13
O=C(NCc1ccccc1)c1cc(C2CCCCN2C(=O)c2cccs2)on1 (configuration not stated) | 9 | -3
CC(Sc1ccc(S(=O)(=O)N2CCN(C)CC2)cn1)C(=O)NC1CCCC(C)C1C (configuration not stated) | -4 | 8
CC(C(=O)N1CCCC1)N1CCN(S(=O)(=O)c2ccccc2)CC1 (configuration not stated) | -12 | -5
CC1(C)CC2(CCO1)OC(=O)CC2C(=O)Nc1cccc2ccccc12 (configuration not stated) | -13 | -5
CCNc1cc(Nc2c(C)n(C)n(-c3ccccc3)c2=O)c([N+](=O)[O-])c2nonc12 | 4 | -6
c1ccc(-c2nnc(SCc3nc4ccccc4[nH]3)o2)cc1 | -1 | 21
CSc1ncccc1C(=O)OCC(=O)Nc1ccc(C)c(S(=O)(=O)N2CCOCC2)c1 | -13 | -1
Cc1csc2ncnc(N3CCN(C(=S)Nc4ccc(C(F)(F)F)cc4)CC3)c12 | 6 | -2
CCOc1cc(C#N)c(NC(=O)c2ccnn2C)cc1OCC | 9 | -2
N#C/C(=C/c1ccc2c(c1)OCO2)C(=O)Nc1ccc(O)cc1 | 4 | 5
CCOC(=O)C1CCCN(C(=O)c2cnn3c(C(F)F)cc(-c4ccc(C)cc4)nc23)C1 (configuration not stated) | 7 | 4

The list is partial, so the mix of outcomes need not match the whole.
